Pf growth 96h = P. falciparum growth inhibition at 96 hour, primary screen for plastid delayed-death inhibitors | P. falciparum luciferase reporter growth, 96 h | Potency, µM (titrated, usually from 28.7 µM), inactives show top-dose activity change, negative = inhibition, usual class: inhibitors | 320,000 tested, 6.9% active
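Delayed-death screen, second-generation endpoint: infected erythrocytes, 2% hematocrit, 0.05% parasitemia final; 96 hours at 37 C, 5% CO2; luciferase detection reagent; luminescence decrease equals reduced growth.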
Pf growth 48h = P. falciparum growth inhibition at 48 hours (one generation) | P. falciparum luciferase growth in erythrocytes, 48 h | Potency, µM (doses to about 28.7 µM), for inactives: at the highest dose activity change, negative = inhibition, most hits filed as inhibitors | 310,000 tested, 5.9% active | AID 504832
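Read-out is firefly luciferase luminescence from an integrated reporter in P. falciparum, so falling signal marks reduced parasite growth. Infected erythrocytes were at 2% hematocrit and 0.1% parasitemia (final) in Albumax-supplemented RPMI 1640.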
Tb PYK inh = inhibitors of Trypanosoma brucei pyruvate kinase. TbPYK enzyme, Kinase-Glo Plus ATP luminescence, 45 min. Potency, µM (doses to about 76.8 µM), inactives show at the highest dose activity, negative = inhibition, actives largely listed as inhibitors. 410,000 tested, 0.12% active; also: nearly all actives have a fitted effect of over 50% in size
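Screened from lowest to highest concentration, compounds were pinned into TbPYK/substrate mixtures, and ADP (130 uM final) was added. Plates sat at room temperature for 45 min prior to Kinase-Glo Plus detection by luminescence.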
HCV inhibitor = blocks hepatitis C virus. Huh7.5.1 HCVcc-Cre infection, luciferase reporter, 44 h. Potency, µM (series often up to 41.8 µM), without a hit: at the top dose activity change, negative = inhibition, most hits filed as inhibitors. 340,000 tested, 3.4% active
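Reporter virus HCVcc-Cre (~0.5 moi) infects cells exposed to compound; seeding density 1,000 cells/well with 4 h settling beforehand. Luminescence, 15 sec read, taken 44 h post-infection following a 15 min RT substrate incubation.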
LmPK inh = inhibitors of Leishmania mexicana pyruvate kinase; Q27686; purified LmPK, Kinase-Glo ATP luminescence, 1 h; Potency, µM (doses to about 57.5 µM), for inactives: top-dose activity change, negative = inhibition, most hits filed as inhibitors; 290,000 tested, 0.37% active; AID 1721
Target sequence (Q27686 whole entry, looked up): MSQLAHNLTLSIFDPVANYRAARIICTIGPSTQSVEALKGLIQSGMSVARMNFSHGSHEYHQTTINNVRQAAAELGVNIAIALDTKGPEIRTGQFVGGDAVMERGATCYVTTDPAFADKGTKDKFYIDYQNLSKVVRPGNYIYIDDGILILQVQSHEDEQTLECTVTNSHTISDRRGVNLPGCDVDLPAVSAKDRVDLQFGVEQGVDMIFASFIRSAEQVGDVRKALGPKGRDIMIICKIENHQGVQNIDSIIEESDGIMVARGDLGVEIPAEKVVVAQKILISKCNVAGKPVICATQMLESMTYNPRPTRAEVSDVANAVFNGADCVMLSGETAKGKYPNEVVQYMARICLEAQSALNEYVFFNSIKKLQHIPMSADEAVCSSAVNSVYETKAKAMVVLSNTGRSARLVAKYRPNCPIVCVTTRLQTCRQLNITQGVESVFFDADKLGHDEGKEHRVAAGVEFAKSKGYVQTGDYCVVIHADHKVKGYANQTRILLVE
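Kinase-Glo luminescence read after 1 h RT reaction of 0.1 nM LmPK with 0.5 mM PEP and 0.1 mM ADP. Activity scaled between uninhibited and enzyme-free controls.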
Sm TGR block = S. mansoni TGR enzyme inhibition; Q962Y6; purified TGR, DTNB reduction, TNB absorbance 405 nm; Potency, µM (top dose mostly 114 µM), inactives show at the highest dose activity change, negative = inhibition, actives largely listed as inhibitors; 360,000 tested, 3% active; also: nearly all actives have a fitted effect of over 60% in size
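TGR 20 nM + NADPH 100 uM (dispensed conc.), cpd preinc 15 min RT; start with NADPH (500 uM addition) then DTNB (15 mM addition). Kinetic TNB absorbance, 405 nm filter. Four-parameter Hill fit across titration.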
Starred values were filed as active, the others as inactive; ? = inconclusive; . = not tested or not shown; [ ] = dose if it differs, or a comment. Calls follow the shape of the dose curve; as a rule, active = well fitted curve in the direction sought with a large enough effect; inconclusive = small, poorly fitted or top-dose-only effect, or another doubt; inactive = no such curve, though single readings can be large; an effect the other way counts as inactive or inconclusive. % is scaled to controls: 0 for no effect and ±100 for the full control effect; potency is read from the fitted curve at half-maximal effect.

Each structure is followed by: Pf growth 96h	Pf growth 48h	Tb PYK inh	HCV inhibitor	LmPK inh	Sm TGR block
> O=C(COC(=O)c1nc(Cl)ccc1Cl)NCCc1ccccc1
→ 33%[activator]	?	2%	40%[activator]	.	0%
> CC1CCN(Cc2ccc(NC(=O)CC3Oc4ccccc4NC3=O)cc2)CC1 (stereo unspecified)
→ 69%[activator]	.	-9%	-20%	9%	0%
> COc1cccc(Sc2cc(N3CCOCC3)nc(-c3ccccc3)n2)c1
→ 26%	?	5%	?	0%	15%
> Cc1cc(/C=C2\SC(=O)N(CC(=O)Nc3ccccc3F)C2=O)c(C)n1C
→ 107%[activator]	-8%	-4%	13%	-4%	25µM*
> CSc1nnc(-c2ccccc2)c(-c2ccccc2)n1
→ ?	12µM*	-10%	-29%	4%	-5%
> N#C/C(=C/c1ccccc1[N+](=O)[O-])C(=O)NCc1ccco1
→ ?	-1%	-10%	2%	-4%	-34%
> O=C(Nc1ccccc1F)Nc1cc(Cl)ccc1-n1cncn1
→ 16%	0%	4%	?	11%	1%
> COc1cccc(N2CCN(C(=S)Nc3ccc(C)cc3C)CC2)c1
→ 116%[activator]	0%	8%	4%	11%	-19%
> O=C(Nc1nc2c(c(=O)[nH]1)CCCC2)C1CC1
→ 68%	.	-1%	9%	6%	0%
> O=C(CNC(=O)c1ccccc1)N/N=C/c1cn[nH]c1-c1ccccc1
→ ?	-5%	-1%	2%	-3%	-1%
> CCOc1ccccc1NC(=O)c1cc2ccccc2oc1=O
→ ?	56%[activator]	2%	15%	0%	0%
> CCC(=O)Nc1sc2c(c1C#N)CCC2
→ ?	22%	-15%	-21%	8%	-16%
> Cc1nnsc1S(=O)(=O)c1ccccc1
→ 20%	-3%	1%	2%	5%	-9%
> COc1ccccc1Cn1c(-c2ccccc2OC)nc2ccccc21
→ .	.	0%	1%	0%	10%
> COc1ccc(C#Cc2ccc3c(c2)c(=O)c2ccccc2n3C)cc1
→ ?	0%	5%	4%	3%	?
> CCCCCSc1ncccc1C(=O)O
→ 1%	3%	-3%	0%	9%	-4%
> CC(=O)c1noc(C)c1C(=O)Nc1nccs1
→ .	10%	0%	6%	8%	0%
> CC(C)C(NS(=O)(=O)c1ccccc1)C(=O)OCC(=O)NNC(=O)c1ccccc1 (stereo unspecified)
→ 2%	-1%	-1%	20%	.	-1%
> O=C(COc1ccc(C(=O)NCCN2CCOCC2)cc1)Nc1cccc(C(F)(F)F)c1
→ ?	-19%	6%	4%	.	-2%
> O=C(O)c1ccc2nc(-c3cc4cccc(O)c4oc3=O)[nH]c2c1
→ 206%[activator]	62%[activator]	20µM*	.	.	-27%

The last five records of the section above are carried over, then new ones follow:
Each structure is followed by: Pf growth 96h	Pf growth 48h	Tb PYK inh	HCV inhibitor	LmPK inh	Sm TGR block
> CCCCCSc1ncccc1C(=O)O
→ 1%	3%	-3%	0%	9%	-4%
> CC(=O)c1noc(C)c1C(=O)Nc1nccs1
→ .	10%	0%	6%	8%	0%
> CC(C)C(NS(=O)(=O)c1ccccc1)C(=O)OCC(=O)NNC(=O)c1ccccc1 (stereo unspecified)
→ 2%	-1%	-1%	20%	.	-1%
> O=C(COc1ccc(C(=O)NCCN2CCOCC2)cc1)Nc1cccc(C(F)(F)F)c1
→ ?	-19%	6%	4%	.	-2%
> O=C(O)c1ccc2nc(-c3cc4cccc(O)c4oc3=O)[nH]c2c1
→ 206%[activator]	62%[activator]	20µM*	.	.	-27%
> Cn1c(=O)c(=O)n(C)c2cc(N3CCCC3)c(NS(=O)(=O)c3ccc(Cl)cc3)cc21
→ 29%	-3%	0%	?	10%	50µM*
> COc1cccc(CN2CCN(CCCc3ccccc3)C(CCO)C2)c1O (stereo unspecified)
→ 7.4µM*	-25%	0%	-1%	-2%	-22%
> CC1(C)CN=C(Nc2ccc(F)c(F)c2)S1
→ 6%	.	-2%	8%	0%	4%
> Cc1ccc(CNC(=O)c2ccc(OCC(C)C)cc2)n1C
→ -23%	-16%[0.00184 µM]	2%	-2%	1%	0%
> CCC(C)(C)n1nnnc1C(c1ccc(F)cc1)N1CCC(C(N)=O)CC1 (stereo unspecified)
→ 27%	?	-13%	14%	3%	7%
> CCCC(=O)Nc1nnc(Sc2ccc(N(C)C)cc2)s1
→ 13%	22%	-5%	-14%	2%	-15%
> O=C(CN1CCOCC1)Nc1cc(C(F)(F)F)ccc1Cl
→ 12µM*	?	1%	-27%	-7%	-3%
> O=C(NCc1ccccc1)C12CC3CC(CC(C3)C1)C2
→ -23%	.	0%	5%	4%	0%
> Cc1ccc(C)c(Nc2nc(N)c3ccccc3n2)c1
→ 88%[activator]	46%[activator][5.75 µM]	4%	-6%	-14%	8%
> C=CCSc1nnc(NC(=O)C2=COCCO2)s1
→ 102%[activator]	102%[activator]	-9%	9%	.	1%
> CCOc1ccc(NC(=O)CNC(=O)c2nn(-c3ccc(OC)c(OC)c3)c(=O)c3ccccc23)cc1
→ ?	-3%	3%	-1%	-3%	8%
> CC(C)(C)OC(=O)NN1CC(=O)N2[C@@H](Cc3c([nH]c4ccccc34)C2(C)C)C1=O
→ 6%	1%	0%	-3%	-7%	0%
> Cc1cc(Cn2nc(-c3ccccc3)cc2C(=O)NCc2cccs2)on1
→ ?	?	-2%	-24%	.	0%
> Cc1cc(C)nc(NS(=O)(=O)c2ccc(NC(=O)c3ccc4c(c3)OCCO4)cc2)n1
→ 16%	1%	1%	12%	2%	-1%
> O=C1C2CCCN2C(c2ccc(Cl)c(Cl)c2)N1c1ccccn1 (stereo unspecified)
→ 100%[activator]	-18%	-10%	24%	5%	-15%
> CCc1nnc(NC(=O)CCC(=O)N2CCN(C3c4ccccc4-c4ccccc43)CC2)s1
→ 14%	16%	-14%	17%	4%	-15%
> COc1cc(NC(=O)c2sc3nc(C)nc(N4CCOCC4)c3c2C)cc(OC)c1OC
→ 6%	-15%	8%	?	3%	-9%
> [N-]=[N+]=NCCN1CCN(Cc2ccccc2)CCC1=O
→ 34%[activator]	54%[activator]	-2%	17%	0%	0%
> CN(C)c1cc[n+](Cc2ccccc2)cc1
→ -8%	0.93µM*	2%	0.89µM*	0%	4%
> O=C1CCN(S(=O)(=O)c2cccs2)c2ccc(C(F)(F)F)cc2N1
→ 52%[activator]	-13%	3%	3%	6%	2%
> O=C1CC(C(=O)O)c2ccccc2N1 (stereo unspecified)
→ 7%	23%	2%	11%	-6%	8%
> Cc1cc(NC(=O)CSc2nc(-c3ccc(Br)cc3)nc3c2c(=O)n(C)c(=O)n3C)no1
→ 13%	2%	3%	.	-6%	-1%
> COc1ccc(-c2noc(N3CCC(C(=O)NCc4ccccc4Cl)CC3)n2)cc1
→ ?	?	1%	?	1%	8%
> CC(=O)Nc1nc2ccccc2n1Cc1ccccc1Cl
→ ?	3.3µM*	6%	-34%	-6%	8%
> Cc1cc(C)n(C(=O)CCCC(=O)n2nc(C)cc2C)n1
→ -17%	14%	1%	2%	-3%	0%
> CC(=O)OCC1OC(OCc2cn(C[C@H]3CC[C@@H]([C@@H]4CC[C@H](Cn5cc(COC6OC(COC(C)=O)C(OC(C)=O)C(OC(C)=O)C6OC(C)=O)nn5)O4)O3)nn2)C(OC(C)=O)C(OC(C)=O)C1OC(C)=O (stereo partly specified)
→ 48%[activator]	-13%	3%	?	-2%	-34%
> COc1ccccc1NC(=O)CN1CCN(CC(=O)Nc2ccc(OC)c(OC)c2)CC1
→ 3%	-30%	-4%	-9%	0%	-21%
> COc1ccc(C(=O)NC2CC2)cc1OC1CCN(Cc2ccccc2O)CC1
→ 133%[activator]	?	-6%	.	-2%	2%
> Cc1cccc(-n2nnc(C(=O)NCc3ccccc3Cl)c2N)c1
→ ?	-6%	1%	3%	-4%	2%
> O=C(CS(=O)(=O)c1ccc(Br)cc1)N1CCOCC1
→ 26%	86%[activator]	-3%	0%	-6%	-4%
> CCN(CCC(=O)Nc1cc([N+](=O)[O-])ccc1OC)Cc1ccccc1
→ 4%	-28%	4%	0%	2%	-12%
> O=C(COc1ccc(Cl)cc1Cl)NC(=O)NC1CCCC1
→ 38%[activator]	20%	-2%	0%	.	-1%
> O=C1C(Nc2ccccc2)=C/C(=N/S(=O)(=O)c2cccs2)c2ccccc21
→ 0.52µM*	0.52µM*	-21%	4µM*	-19%	?
> CC(C)OC(=O)c1nnn(-c2nonc2N)c1CN1CCc2ccccc2C1
→ ?	?	1%	6%	-2%	-8%
> COc1ccc(-n2nc3c(c2NC(=O)c2ccc(Br)o2)CS(=O)(=O)C3)cc1
→ ?	-3%	0%	12%	4%	35µM*
> Cc1cc(OCCCC(=O)NCc2cccs2)ccc1Cl
→ 8%	-2%	-7%	0%	-1%	7%
> O=S(=O)(c1ccccc1Oc1ccc(Cl)cc1Cl)N1CCCCC1
→ ?	?	-3%	11%	1%	3%
> CC(NC(=O)c1ccc(N(C)C)cc1)C(c1cccs1)N1CCN(C)CC1 (stereo unspecified)
→ -19%	-1%	-9%	10µM*	-1%	-2%
> Cc1ccc(S(=O)(=O)N2CCOCC2)cc1C(=O)OCC(=O)NCc1ccc2c(c1)OCO2
→ -4%	-5%	3%	11%	.	-2%
> O=C(NCc1ccc(-c2csnn2)cc1)c1cccs1
→ 13%	6%	5%	8%	-4%	-1%
> CCOc1ccc(S(=O)(=O)N2CCC(C(=O)NCc3ccccn3)CC2)cc1
→ ?	-2%	-9%	-5%	0%	0%
> CSc1ncccc1C(=O)NCC12CC3CC(CC(C3)C1)C2
→ 15%	?	3%	-8%	1%	1%
> CC1CCN(C(=O)C2CCN(S(=O)(=O)c3cnc[nH]3)CC2)CC1
→ ?	27%	0%	8%	2%	1%
> CCOc1cccc(-c2nn3c(-c4ccco4)nnc3s2)c1
→ -22%	.	-15%	-2%	11%	16%[11.4 µM]
> COC(=O)CC1=NN(c2ccc(OC)cc2)C(=O)C1
→ ?	-7%	-4%	-7%	0%	.
> Cc1c(C)n(C)c2ccc(C(=O)NCCCN3CCN(c4ccc(F)cc4)CC3)cc12
→ 13%	?	0%	?	1%	-13%
> O=[N+]([O-])c1ccc(-c2cn(-c3ccccc3)c(=S)[nH]2)cc1
→ 0%	20%	-16%	18%	-4%	7%
> Cc1ccc(-n2nc3ccc(N)cc3n2)cc1C
→ 185%[activator]	0%	-4%	-1%	-9%	0%
> Cc1sc2ncnc(SCC(=O)N3CCCC3=O)c2c1C
→ 0%	.	2%	12%	9%	4%[11.4 µM]
> COc1cc(OC)c(OC)cc1CN1CCN(Cc2ccc(C(F)(F)F)cc2)CC1
→ 20%	?	19%	11µM*	1%	0%
> CS(=O)(=O)N1CCN(C(=O)NC23CC4CC(CC(C4)C2)C3)CC1
→ -18%	-4%	7%	1%	6%	-6%
> COc1nnc(-c2ccc(C(=O)N3C[C@@H]4C[C@H](C3)c3cccc(=O)n3C4)cc2)c2ccccc12
→ 2.6µM*	?	6%	-8%	-2%	0%
> Cc1ccc2nc(/N=C(\N)NC(=O)NC3CCCCC3)nc(C)c2c1
→ ?	?	2%	11µM*	-2%	10%

Source: PubChem BioAssay (National Center for Advancing Translational Sciences (NCATS))
